High-throughput results: PubChem BioAssay, several laboratories
ADAM10 inh = human ADAM10 inhibitors, primary screen, biochemical, QFRET, HTS; recombinant ADAM10, EDANS/DABCYL FRET peptide cleavage, 3 h; inhibition, % at 7 µM; hit rate 0.62% among 370,000; AID 720582, 2013;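 active = inhibition above a per-campaign cutoff equal to the mean of compounds falling between control-based bounds plus 3 SD, cut at about 20% in these data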;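 also: 0% = DMSO wells while the 100% control is not disclosed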
GAA850 FXN act = FXN promoter activators, primary screen, cell-based, luciferase luminescence, HEK293 lucGAA850; HEK293 lucGAA850 FXN promoter luciferase reporter, 24 h; percent of 10 µM SAHA response; activation, % at 6 µM; hit rate 0.56% among 360,000;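 active = activation above the average of all compounds screened plus 3 SD, cutoff fixed separately per campaign, cut at about 7.5% in these data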;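 also: 0% = DMSO wells and 100% = 10 µM SAHA wells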
ASAP1 inh = inhibitors of human ASAP1 ArfGAP activity, primary screen, biochemical, fluorescence polarization; inhibition, % at 16.5 µM; hit rate 0.19% among 360,000; ASAP1-stimulated ARF1 GTP hydrolysis, GDP FP detection; Arf-GAP with SH3 domain, ANK repeat and PH domain-containing protein 1 (Homo sapiens), …; in the data active = inhibition above about 25%;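 also: 0% = vehicle with enzyme and substrate and 100% = no enzyme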
DDE Tn6 FP inh = inhibitors of Tn6 peptide binding to fibrin DD(E), primary screen, biochemical, fluorescence polarization, human fibrin, Tn6 probe; Fibrinogen beta chain (Homo sapiens), P02675; Fibrin DD(E) TRITC-Tn6 fluorescence polarization displacement; inhibition, % at 8.3 µM; hit rate 0.21% among 370,000;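 active = inhibition above a per-campaign cutoff: mean of compounds within control limits plus 3 SD, cut at about 15% in these data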;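 also: 0% = median of all compound wells on the plate and 100% = blocking peptide control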
Target sequence (P02675 whole entry, looked up): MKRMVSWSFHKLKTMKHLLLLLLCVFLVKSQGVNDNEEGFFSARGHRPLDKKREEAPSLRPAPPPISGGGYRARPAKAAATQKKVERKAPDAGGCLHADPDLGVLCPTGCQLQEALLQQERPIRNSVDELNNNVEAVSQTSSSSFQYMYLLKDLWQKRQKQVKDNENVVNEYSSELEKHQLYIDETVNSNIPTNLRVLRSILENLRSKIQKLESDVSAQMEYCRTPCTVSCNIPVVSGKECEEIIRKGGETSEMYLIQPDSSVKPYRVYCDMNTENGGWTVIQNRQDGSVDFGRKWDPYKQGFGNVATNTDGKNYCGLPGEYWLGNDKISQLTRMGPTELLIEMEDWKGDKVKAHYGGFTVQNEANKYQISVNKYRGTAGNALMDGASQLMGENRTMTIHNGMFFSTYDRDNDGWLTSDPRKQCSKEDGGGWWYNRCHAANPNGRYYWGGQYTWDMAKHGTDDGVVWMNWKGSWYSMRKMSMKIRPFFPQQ
GC-A act = GC-A stimulated cGMP production enhancers – HEK293 GC-A cells, cGMP TR-FRET, EC30 ANP, primary screen; AID 1671463, 2021; activation, % at 10 µM; Atrial natriuretic peptide receptor 1 (Homo sapiens), P16066; hit rate 0.14% among 370,000; 0% at EC30 ANP, 100% saturating ANP; in the data active = activation above about 40%
rCAG binder = binders of r(CAG) RNA repeats, primary screen, biochemical, fluorescence; r(CAG) RNA repeat, TO-PRO-1 dye displacement fluorescence; inhibition, % at 3 µM; hit rate 1.3% among 370,000; AID 651821, 2012;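 active = inhibition above the plate cutoff, the mean of all test compounds on that plate plus 3 SD, cut at about 35% in these data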;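 also: 0% = DMSO alone and 100% = 100 µM mitoxantrone as full dye displacement; higher means more dye released from RNA so lower well fluorescence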
ARFGAP1 inhibitor = inhibitors of rat ARFGAP1 GAP activity, primary screen, biochemical, fluorescence polarization, GDP tracer; Arfgap1-stimulated ARF1 GTP hydrolysis, GDP FP detection; inhibition, % at 16.5 µM; hit rate 0.26% among 360,000; AID 651572, 2012;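 active = inhibition above a per-plate limit, mean inhibition of low control wells plus 3 SD, cut at about 25% in these data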;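 also: 0% = DMSO wells with enzyme and 100% = wells lacking Arfgap1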
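Material: rat Arfgap1 GAP domain (His6, aa 1-136), purified enzyme. Also added: human ARF1(Δ1-17)-GTP substrate. Compound dosing: 16.5 µM single point, 1.26% DMSO. Timing: enzyme reaction 120 min at 25 °C after 20 min preincubation. Signal: GDP detection by fluorescence polarization. Read-out basis: percent inhibition of GAP-stimulated GDP formation, scaled between DMSO and no-Arfgap1 medians.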
KLK7 zymogen act = proKLK7 zymogen activators, primary screen, biochemical, fluorescence intensity; Kallikrein-7 (Homo sapiens), P49862; purified proKLK7, EDANS-DABCYL substrate fluorescence; 100% is mature enzyme control, 0% vehicle; activation, % at 7 µM; hit rate 0.9% among 370,000; AID 652039, 2013;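 active = activation above the mean of all tested compounds plus 3 SD, computed per campaign excluding outliers beyond control limits, cut at about 13% in these data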
HGIII-sPLA2 inh = human group III sPLA2 inhibitors, primary screen, biochemical, QFRET, BODIPY PC-A2 liposome substrate | Group 3 secretory phospholipase A2 (Homo sapiens), Q9NZ20 | QFRET BODIPY PC-A2 liposome hydrolysis, fluorescence | inhibition, % at 12.2 µM | hit rate 0.56% among 370,000 | AID 743126, 2013;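 active = inhibition above mean plus 3 SD of compounds lying within the high and low control bounds, cut at about 19% in these data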;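 also: 0% = median of test compound wells and 100% = no enzyme DMSO wells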
Target sequence (Q9NZ20 whole entry, looked up): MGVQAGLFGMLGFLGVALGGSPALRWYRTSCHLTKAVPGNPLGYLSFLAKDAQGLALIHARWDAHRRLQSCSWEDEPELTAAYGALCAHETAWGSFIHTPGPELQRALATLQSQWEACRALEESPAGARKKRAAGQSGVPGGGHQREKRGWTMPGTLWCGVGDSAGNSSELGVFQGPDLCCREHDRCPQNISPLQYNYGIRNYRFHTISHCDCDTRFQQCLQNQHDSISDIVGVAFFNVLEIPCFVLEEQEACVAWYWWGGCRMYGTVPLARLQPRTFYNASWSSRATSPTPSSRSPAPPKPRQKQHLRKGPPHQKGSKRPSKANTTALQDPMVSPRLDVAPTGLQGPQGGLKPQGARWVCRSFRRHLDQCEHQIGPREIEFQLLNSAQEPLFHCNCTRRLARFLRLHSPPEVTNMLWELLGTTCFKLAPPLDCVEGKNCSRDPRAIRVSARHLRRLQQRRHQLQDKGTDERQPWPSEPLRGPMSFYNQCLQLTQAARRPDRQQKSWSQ
GC-B act = human GC-B receptor activators, primary screen, HEK293 GC-B cells, cGMP TR-FRET, EC30 CNP; Atrial natriuretic peptide receptor 2 (Homo sapiens), P20594; 0% at EC30 CNP, 100% saturating CNP; activation, % at 10 µM; hit rate 0.11% among 370,000; AID 1920062, 2024;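 active = activation at 10 µM reaching about 35% in either raw or pattern-adjusted values, limit read from the data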
Numbers without * were called inactive; / = no result given.

1) Cc1cc(S(=O)(=O)N2CCOCC2)ccc1OCC(=O)Nc1cccc(F)c1
2) Cc1cc(C)n2c(SCC(=O)N3CCN(S(=O)(=O)c4ccc(Cl)cc4)CC3)nnc2n1
3) CC(C)N(C(=S)NCc1ccccc1)C(C)C
4) O=C(NCc1cccs1)c1cc(C2CC2)on1
5) CC(=O)c1ccc(OCCCC(=O)NC2CCCc3ccccc32)cc1 (stereo not drawn)
6) CCOC(=O)C(Cc1c(F)cccc1Cl)c1ccno1 (stereo not drawn)
7) CC(C)(C)NC(=O)C[C@H]1C[C@H](C(=O)N2CCCCC2)[C@@]2(C)c3[nH]c4cc(-c5ccco5)ccc4c3CCN2C1=O
8) Cc1ccc2cc(NC(=O)Cc3ccccc3)ccc2n1

assay / entry	1	2	3	4	5	6	7	8
ADAM10 inh	7	-15	-5	-5	0	-6	-399	-66
GAA850 FXN act	0.7	0.0	0.2	0.5	1.3	2.8	-0.3	4.9
ASAP1 inh	-3	-2	6	2	9	-9	3	1
DDE Tn6 FP inh	-2	-2	0	1	-4	1	-4	-1
GC-A act	-1	-3	3	3	1	-1	-2	3
rCAG binder	-1	4	-1	2	-5	-3	7	-2
ARFGAP1 inhibitor	11	10	-9	-4	-6	4	-5	6
KLK7 zymogen act	-0.7	0.3	-0.9	-0.5	0.3	0.0	77*	1.8
HGIII-sPLA2 inh	-13	0	13	0	0	10	-8	-6
GC-B act	-3	-4	-5	3	5	6	3	2

Look-ups from the list:
Result for CC(C)N(C(=S)NCc1ccccc1)C(C)C in ADAM10 inh: -5
Result for O=C(NCc1cccs1)c1cc(C2CC2)on1 in DDE Tn6 FP inh: 1

New compounds follow.
9) O=C(/C=C/c1ccc(F)cc1)NNC(=O)CCN1CCN(Cc2ccccc2)CC1
10) COC(=O)C1=C(C)N(Cc2cccnc2)C(=O)C1
11) CC(C)NC(=O)C1(C)CCCCN1Cc1ccc(OCc2ccccc2)cc1 (stereo not drawn)
12) COc1ccc(Nc2ncnc3sc(-c4ccccc4)cc23)cc1OC
13) CN(C(=O)CSc1ccc2c(c1)OCCO2)c1ccccc1
14) O=C(OCC(=O)c1cccs1)c1ccc(NC(=O)c2ccco2)cc1
15) CC(C)(C)c1ccc(C(CC(=O)O)NC(=O)c2ccccc2F)cc1 (stereo not drawn)
16) CC(OC(=O)C1CCN(c2ccc(C(F)(F)F)cn2)CC1)C(=O)NC1CCCCC1C (stereo not drawn)

assay / entry	9	10	11	12	13	14	15	16
ADAM10 inh	-2	1	4	-83	-5	0	-1	-6
GAA850 FXN act	-1.8	-0.8	-1.5	-2.2	2.1	2.1	1.6	0.0
ASAP1 inh	16	3	-6	26*	6	8	-4	-17
DDE Tn6 FP inh	-3	2	6	-15	4	0	-3	-1
GC-A act	4	3	0	9	-2	11	2	-1
rCAG binder	-8	1	15	8	-6	8	2	-1
ARFGAP1 inhibitor	-9	19	11	3	-4	1	-2	-6
KLK7 zymogen act	0.5	2.1	-0.1	-150	-0.6	-0.2	0.0	0.8
HGIII-sPLA2 inh	-5	2	-10	4	3	-6	-1	3
GC-B act	6	2	-3	11	-2	-6	1	2

17) Cc1cccc(C)c1-n1nnnc1-c1nc2cc(Br)ccc2[nH]c1=O
18) O=C(NCc1ccc(Cl)cc1)C1C2C=CC3(CN(Cc4ccccc4)C(=O)C13)O2 (stereo not drawn)
19) O=C(NCCN1CCNC1=O)C1CCC(=O)N(Cc2ccccc2F)C1 (stereo not drawn)
20) CCOc1ccc(C(=O)CCC(=O)Nc2ccc(C)c(S(=O)(=O)N3CCCCC3)c2)cc1
21) CC(=O)c1cnn(-c2ccc(Cl)cc2)c1C
22) CCOC(=O)Cc1[nH]nc2c1C(Cc1ccccc1)C(C#N)=C(N)O2 (stereo not drawn)
23) Cc1cc(Cl)ccc1OC(C)C(=O)NN1C(=O)c2ccccc2C1=O (stereo not drawn)
24) COc1ccccc1C1OC2=C(Nc3ccc([N+](=O)[O-])cc3N2)C1=O (stereo not drawn)

assay / entry	17	18	19	20	21	22	23	24
ADAM10 inh	-9	3	1	28*	-5	-11	-9	-3
GAA850 FXN act	/	/	1.4	0.0	-0.2	1.7	-1.5	1.8
ASAP1 inh	14	/	-12	-8	5	4	3	0
DDE Tn6 FP inh	2	2	7	0	-5	0	-4	4
GC-A act	0	3	3	2	9	-3	-1	-1
rCAG binder	8	0	-2	9	-6	2	2	5
ARFGAP1 inhibitor	6	/	-6	1	-1	-1	-2	7
KLK7 zymogen act	-0.3	0.4	0.1	-0.4	0.2	0.0	0.2	0.1
HGIII-sPLA2 inh	-9	1	-3	-18	3	2	7	-1
GC-B act	-9	1	0	-4	0	3	1	4

25) O=C(CSc1nc2c(sc3ccccc32)c(=O)n1CCCN1CCCC1)NCC1CCCO1 (stereo not drawn)
26) CC[n+]1c(/C=C/C=C/N(C(C)=O)c2ccccc2)sc2cc(OC)ccc21
27) O=C1CN(C(=O)c2c(F)cccc2F)C(c2ccc(F)cc2)c2cc(Br)ccc2N1 (stereo not drawn)
28) CC(C)NC(=O)C1CCN(Cc2cccc(OCc3ccccc3)c2)CC1
29) O=C(CN1CCOCC1)Nc1nc(-c2ccc(Cl)cc2)cs1
30) COc1ccc(OC)c(-n2c(SCC(=O)Nc3cc(C)on3)nnc2-c2c[nH]c3ccccc23)c1
31) Cc1cc(C)nc(N/N=C/c2c(CO)cnc(C)c2O)n1
32) O=C1Nc2ccccc2Nc2ncccc21

assay / entry	25	26	27	28	29	30	31	32
ADAM10 inh	-301	5	14	-3	5	4	-77	-7
GAA850 FXN act	0.0	/	0.1	-0.1	1.2	3.3	-1.2	-0.6
ASAP1 inh	-21	9	2	6	3	1	-8	4
DDE Tn6 FP inh	2	-11	3	-2	-6	-1	3	8
GC-A act	-3	0	-43	-3	28	-9	1	-1
rCAG binder	-1	-43	-1	1	2	2	-1	0
ARFGAP1 inhibitor	1	10	2	-3	6	0	-18	7
KLK7 zymogen act	-3.8	-0.9	0.6	0.1	0.3	0.8	-22	-0.5
HGIII-sPLA2 inh	2	-2	-2	3	-8	-25	-5	0
GC-B act	1	5	-18	-3	3	-5	6	-1

Part of the list above, as tab-separated lines.
#	canonical_smiles	ADAM10 inh	GAA850 FXN act	ASAP1 inh	DDE Tn6 FP inh	GC-A act	rCAG binder	ARFGAP1 inhibitor	KLK7 zymogen act	HGIII-sPLA2 inh	GC-B act
12	COc1ccc(Nc2ncnc3sc(-c4ccccc4)cc23)cc1OC	-83	-2.2	26*	-15	9	8	3	-150	4	11
13	CN(C(=O)CSc1ccc2c(c1)OCCO2)c1ccccc1	-5	2.1	6	4	-2	-6	-4	-0.6	3	-2

Other results.
33) CC1=C(C(=O)N(C)C)CC(CC(=O)NC2CCCC2)C(=O)N1Cc1ccc(F)cc1 (stereo not drawn)
34) COc1ccc(CCc2nnc(CCC(=O)NCC3CCCO3)o2)cc1 (stereo not drawn)
35) O=C(Cc1cn2ccsc2n1)NCCc1ccc(F)cc1
36) O=C(CCN1C(=O)C2C3C=CC(C3)C2C1=O)N1CCCCC1 (stereo not drawn)
37) O=C(CSc1nc2c(c(=O)n1-c1ccc(Cl)cc1)SCC2)NCC1CCCO1 (stereo not drawn)
38) CC(=O)N1C(=O)/C(=C2\SC(=S)N(NC(=O)c3ccc(O)cc3)C2=O)c2ccccc21
39) CCOC(=O)c1c(NC(=O)CN2C(=O)C(=O)N(C(C)C)C2=O)sc(C)c1CC
40) CCSc1nnc(NC(=O)CSc2nncc(=O)n2N)s1
41) COC(=O)C1CC(O)CN1C(=O)c1ccco1 (stereo not drawn)
42) C=C(C)COc1ccc(-c2ncncc2Oc2ccc(OC)cc2)c(O)c1

assay / entry	33	34	35	36	37	38	39	40	41	42
ADAM10 inh	0	-2	5	-4	6	-64	-11	8	1	4
GAA850 FXN act	0.4	-0.1	1.9	0.3	0.6	0.1	-1.2	-0.2	0.8	-1.4
ASAP1 inh	-11	14	-4	6	10	15	1	0	1	-12
DDE Tn6 FP inh	4	6	-6	3	13	6	-3	-9	-6	2
GC-A act	2	-2	-4	2	-1	13	-1	-5	2	1
rCAG binder	1	-4	5	-1	1	14	21	2	2	-1
ARFGAP1 inhibitor	-5	-13	-4	5	8	8	-3	1	-1	-8
KLK7 zymogen act	0.5	0.4	-0.9	0.4	0.6	-6.1	0.0	-0.1	0.4	-0.2
HGIII-sPLA2 inh	-1	1	-4	0	0	6	3	-2	2	-5
GC-B act	3	-2	-6	5	-2	-1	5	0	11	-1

Five entries from above in another layout.
Results follow in this order: ADAM10 inh | GAA850 FXN act | ASAP1 inh | DDE Tn6 FP inh | GC-A act | rCAG binder | ARFGAP1 inhibitor | KLK7 zymogen act | HGIII-sPLA2 inh | GC-B act
#40 CCSc1nnc(NC(=O)CSc2nncc(=O)n2N)s1
    8 | -0.2 | 0 | -9 | -5 | 2 | 1 | -0.1 | -2 | 0
#33 CC1=C(C(=O)N(C)C)CC(CC(=O)NC2CCCC2)C(=O)N1Cc1ccc(F)cc1 (stereo not drawn)
    0 | 0.4 | -11 | 4 | 2 | 1 | -5 | 0.5 | -1 | 3
#22 CCOC(=O)Cc1[nH]nc2c1C(Cc1ccccc1)C(C#N)=C(N)O2 (stereo not drawn)
    -11 | 1.7 | 4 | 0 | -3 | 2 | -1 | 0.0 | 2 | 3
#11 CC(C)NC(=O)C1(C)CCCCN1Cc1ccc(OCc2ccccc2)cc1 (stereo not drawn)
    4 | -1.5 | -6 | 6 | 0 | 15 | 11 | -0.1 | -10 | -3
#42 C=C(C)COc1ccc(-c2ncncc2Oc2ccc(OC)cc2)c(O)c1
    4 | -1.4 | -12 | 2 | 1 | -1 | -8 | -0.2 | -5 | -1
